# Lipid storage S3: qHTS Assay for Lipid Storage Modulators in Drosophila S3 Cells. lipid storage change, negative = inhibition, % at the top dose, mostly 46.1 µM; hits show Potency in µM. Drosophila S3 cells, BODIPY lipid droplet fluorescence, 18-24 h; cells fed with added oleic acid. AID 2685, 2010. 0.64% of 320,000 active; active = well fitted inhibition curve with a large enough effect in the signal ratio, with a control signal flat, not every such curve was filed as active; inconclusive = small, poorly fitted or top-dose-only effect, or effect the other way, or a change in a side signal; the % refers to the signal ratio
#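 Laser-scanning cytometry quantifies lipid droplet accumulation (500–530 nm total intensity; droplet/cell object ratio) in oleic acid-fed (400 uM added) Drosophila S3 cells treated with a concentration series. 20 uM Triacsin C defined 100% inhibition.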
# Lipid storage S3 cell count max: further read-out of Lipid storage S3, marked with its call; cell number change, %; measured here: cell count max response;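 cells counted by Cell Tracker Red CMTPX staining in the red channel; peak over a dose series mostly up to 46.1 µM; percent activity relative to internal control wells on each plate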
# * marks the source's active call; other numbers are inactive results; i = inactive; u = inconclusive; x = not tested or not shown; [ ] = remark or other dose. % is scaled to controls: 0 for no effect and ±100 for the full control effect; potency is read from the fitted curve at half-maximal effect.
# Values run as follows: Lipid storage S3 | Lipid storage S3 cell count max
Cc1cc(OC(C)C(=O)N(Cc2cccs2)C2CCS(=O)(=O)C2)ccc1Cl (stereo not given)
    5% | 17
COc1ccc(/C=C2/C(=O)ON=C2C)cc1Cl
    i | x
CCc1cc(=O)oc2cc(C)cc(OC(C)C(=O)NCC(O)c3ccccc3)c12 (stereo not given)
    u | x
Cn1cnc(S(=O)(=O)N2CCN(c3ccccc3)CC2)c1
    i | x
COc1ccc(NS(=O)(=O)c2cccc(Cl)c2)cc1S(=O)(=O)N1CCCCC1
    u | x
Cn1c(CCNC(=O)c2ccccc2Cl)n[nH]c1=S
    -7% | x
CC(=O)Nc1nc2ccccc2n1CCN1CCOCC1
    -2% | 13
C=CCn1c(CNC(=O)c2ccccc2C)nnc1SCC(=O)NC1CCCC1
    i | x
CCOC(=O)Cn1nnnc1C(CC)N(Cc1cccs1)Cc1cc2ccc(OC)cc2[nH]c1=O (stereo not given)
    u | x
O=C(NCCN1C(=O)S/C(=C\c2ccc(OC(F)F)cc2)C1=O)[C@@H]1CCCN1C(=O)c1cccs1
    u | x
CCOC(=O)c1ccc(N2C(=O)C=CC2=O)cc1
    u | x
CCOc1ccc(-c2nnn(CC(=O)NCCc3c[nH]c4ccccc34)n2)cc1
    u | x
CCOC(=O)N1CCN(C(=S)Nc2ccc3nc(N4CCN(CC)CC4)cc(C)c3c2)CC1
    u | x
COc1ccc(NC(=O)N2C3CCCC2CC(NC(=O)c2ccccc2)C3)cc1 (stereo not given)
    u | x
COc1ccc(OC)c(-c2cc(C(=O)NCc3ccc(Cl)cc3)no2)c1
    0% | 5
CCCNC(=O)c1onc(CSc2ccncc2)c1C(=O)NCCC
    u | x
COc1ccccc1Nc1nc(C)cc(C)c1C(N)=O
    u | x
COc1ccc(S(=O)(=O)N2CCOC23CCN(S(=O)(=O)c2ccc(F)cc2)CC3)cc1
    -13%[0.0737 µM] | 16
O=C(CC(Nc1ccccc1Cl)C(=O)O)c1ccccc1 (stereo not given)
    u | x
CN(CC(O)COc1ccc(S(=O)(=O)N2CCOCC2)cc1)C1CCCCC1 (stereo not given)
    u | x
O=C(Cn1ccsc1=NC(=O)c1ccco1)c1ccccc1
    u | x
N#C/C(=C\c1ccccc1[N+](=O)[O-])C(=O)NCc1ccccc1
    u | x
CCC(C)[C@H](NC(=O)NCC1CCCO1)C(=O)OC (stereo not given in full)
    u | x
Cc1ccc(NC(=O)c2ccc(CNc3c(N4CCC(C)CC4)c(=O)c3=O)cc2)cc1
    -11% | -19
O=C(O)C1CC(c2ccccc2)=NO1 (stereo not given)
    i | x
Cn1c(SCC#N)nnc1-c1cccnc1
    -2% | 11
Cc1c(OCC(=O)N[C@H](C(=O)O)c2ccccc2)ccc2c3c(c(=O)oc12)CCCC3
    u | x
CCOC(=O)C1=C(N)Oc2c(c(=O)[nH]c3ccccc23)C1c1ccccc1 (stereo not given)
    u | x
Cc1cc(C)n(-c2nc(Nc3ccccc3C(F)(F)F)nc(-n3nc(C)cc3C)n2)n1
    u | x
COc1ccc(CNC(=O)C2Cc3cc(S(=O)(=O)N4CCCC4)ccc3N2C(C)=O)c(OC)c1 (stereo not given)
    i | x

# Three compounds already listed, sorted by molar mass, falling:
# Values run as follows: Lipid storage S3 | Lipid storage S3 cell count max
Cc1cc(OC(C)C(=O)N(Cc2cccs2)C2CCS(=O)(=O)C2)ccc1Cl (stereo not given)
    5% | 17
CCCNC(=O)c1onc(CSc2ccncc2)c1C(=O)NCCC
    u | x
CCC(C)[C@H](NC(=O)NCC1CCCO1)C(=O)OC (stereo not given in full)
    u | x

# Next results
# Values run as follows: Lipid storage S3 | Lipid storage S3 cell count max
Cc1cc(C)n(-c2nnc(C)n2NC(=O)c2cccc(Cl)c2)n1
    -1% | -1
Cc1ccccc1C(=O)NC(=S)N(CCO)Cc1ccccc1
    5% | 4
CN1CC(=O)N(CC(=O)Nc2ccc(F)cc2)c2ccccc2C1=O
    0% | 6
COc1ccc(Cl)cc1NC(=S)N(Cc1ccccc1C)CC1CCC(C(=O)O)CC1 (stereo not given)
    u | x
CCOC(=O)N1CCC(NC(=O)Cn2c3ccccc3c3cn[nH]c(=O)c32)CC1
    i | 2
CN1CCN(C(=O)/C(=C/c2cn(S(=O)(=O)N(C)C)c3ccccc23)NC(=O)c2ccccc2)CC1
    u | x
CCOc1ncccc1C(=O)Nc1nnc(C(CC)CC)s1
    u | x
O=C(CC12CC3CC(CC(C3)C1)C2)NC(=S)NCc1ccccc1
    9% | 4
Cc1ccc(NC(=O)CSc2n[nH]c(-c3ccncc3)n2)cc1C
    u | x
CC(C)S(=O)(=O)c1csc(C(=O)Nc2ccc(F)cc2)c1N
    2% | 1
C=CCN1C(=O)/C(=C2/Sc3ccc(OC)cc3N2C)SC1=NCc1ccccc1
    -7% | -16
CCC1(c2ccc(F)cc2)NC(=O)N(CC(=O)N2c3ccccc3NC(=O)C2(C)C)C1=O (stereo not given)
    -9%[0.0737 µM] | x
Cc1ccc(C(=O)N/C(=C/c2ccco2)C(=O)Nc2cccc(C)c2)cc1
    u | x
CN(C)CCN(C(=O)CCS(=O)(=O)c1ccccc1)c1nc2cc3c(cc2s1)OCO3
    u | x
Cc1ccc2c(c1)c(C)c(C)n2CC(O)CN1CCOCC1 (stereo not given)
    3% | 4
Cc1cc(SCC(=O)O)nc2ccccc12
    u | -1
CCCc1ccc(OCc2ccc(C(=O)N3CCN(c4ccccn4)CC3)o2)c(OC)c1
    u | x
Cc1ccc(N2C(=O)CC(Sc3ncn[nH]3)C2=O)cc1 (stereo not given)
    u | x
CC(=O)c1cc(C(C)=O)c(C)nc1C
    6% | 10
CCN(CC)C(=O)Oc1ccc(NC(C)=O)cc1
    1% | 16
O=C(Cn1cnc2c(nnn2Cc2ccc(F)cc2)c1=O)NCc1ccco1
    2% | -12
Cc1ccc(-n2ncc3c(N4CCN(c5ccc(F)cc5)CC4)ncnc32)c(C)c1
    u | x
CC(=O)c1ccc(S(=O)(=O)NCCC(=O)N2CCN(c3ccccn3)CC2)cc1
    2% | 1
COC1c2ccccc2C(=O)N1CCc1ccc(Cl)cc1 (stereo not given)
    6% | -18
COc1cccc(C(=O)C2CCCN(C(=O)c3ccc(C#CC(C)(C)O)cc3)C2)c1 (stereo not given)
    24% | 1
O=C(O)CC1S/C(=N/N=C/c2ccc(-c3ccc(Cl)c([N+](=O)[O-])c3)o2)NC1=O (stereo not given)
    5% | 13
Cc1ccc(C)c(NC(=O)CN(C)C(=O)c2sccc2C)c1
    4.6µM* | x
Cc1cc(C)cc(NC(=O)C(=O)NCCc2c[nH]c3ccccc23)c1
    i | x
COc1cccc2c(=O)c(C(=O)O)c[nH]c12
    u | x
O=C(Cn1c2ccccc2c(=O)c2ccccc21)N/N=C/c1ccc(N2CCCC2)c([N+](=O)[O-])c1
    u | x
CC1(CCc2ccccc2)NC(=O)N(CC(=O)O)C1=O (stereo not given)
    -11% | -4
Cc1c(NC(=O)c2cccs2)cccc1C(=O)O
    i | 1
O=C(C1CC1)N1CCN=C1SCc1cccc(F)c1
    -15% | x
COc1cc(/C=C(\C#N)c2nc3ccccc3s2)ccc1OCC(=O)Nc1ccccc1
    u | x
CCOc1ccccc1NC(=O)CN(c1ccc(OC)cc1)S(=O)(=O)c1c(C)[nH]c(=O)[nH]c1=O
    -7% | x
C#CCNC(=O)C1=C[C@@H](c2ccc(Br)cc2)C[C@@H](OCc2ccc(CO)cc2)O1
    4% | 6
CN=C(NC#N)SCC(=O)c1ccc(Cl)cc1Cl
    16% | -6
Cc1ccc2nc(/C(C#N)=N/O)[nH]c2c1
    -28% | x
CC(C)(C)OC(=O)N1CCC(c2cc(=O)n3[nH]c(-c4ccc(Cl)cc4)cc3n2)CC1
    -15%[9.22 µM] | -6
O=c1cc(N2CCCCC2)[nH]c(=O)n1C1CCCCC1
    0% | 6
CC1C(=O)N2CCCc3cc(S(=O)(=O)N4CCN(c5ccccc5F)CC4)cc1c32 (stereo not given)
    u | x
COc1ccc(OC)c(Nc2nc(-c3c(C)nc4ncccn34)cs2)c1
    -17% | -12
O=C1N=C(N2CCOCC2)S/C1=C\c1ccccc1OS(=O)(=O)c1ccccc1
    14% | -3
C=C(C)c1cccc(C(C)(C)NC(=O)NCc2ccc(OC)cc2)c1
    u | x
Cc1ccc(Nc2c([N+](=O)[O-])ccc3c2=NC2(CCCCC2)N=3)cc1
    0% | x
CCCc1nnc(NC(=O)Nc2ccccc2OC)s1
    1% | 1
CN(n1cnc2ccccc2c1=O)S(C)(=O)=O
    -1% | 1
CCc1c(O)nc(SCC(=O)N2CCCCC2)n(-c2ccccc2C)c1=O
    u | x
COc1ccccc1CC(=O)N1CCN(c2ccc([N+](=O)[O-])cc2)CC1
    2% | -6
O=C(C1CCN(Cc2cccs2)CC1)N1CCN(Cc2ccc3c(c2)OCO3)CC1
    2% | 20
COc1ccccc1NC(=S)N(CCCN1CCOCC1)Cc1cn(C)c2ccccc12
    12% | -2
CC(C)Cc1c(O)nc(SCC(=O)Nc2ccc3c(c2)CCC3)[nH]c1=O
    9% | 19
Cc1ccc(OCCOCCOc2ccc(Br)cc2/C=N\NC(=O)c2ccncc2)cc1
    6% | 20
Cc1ccc(NC(=O)C(=O)NCCOc2ccccc2Cl)cc1
    3% | -29
Cc1ccc(N=C2S/C(=C/c3cccc(OCC(=O)O)c3)C(=O)N2C)cc1C
    u | x
COc1cccc(-c2nc(CS(=O)(=O)CC(=O)N3CCN(C)CC3)c(C)o2)c1
    7% | 6
CC(=O)Nc1ccc(N(C(=O)CNC(=O)c2ccco2)C(C(=O)NCC2CCCO2)c2ccccc2)cc1 (stereo not given)
    12% | 5
Cc1csc(NC(=O)CSc2nnc(NC(=O)NC(C)(C)C)s2)n1
    u | x
O=C(NCCc1cccc(F)c1)C1CCN(S(=O)(=O)c2ccc(F)cc2)CC1
    1% | -8
Cc1ccc(CNC(C)(C)CO)cc1
    u | x

# (next part)
# Values run as follows: Lipid storage S3 | Lipid storage S3 cell count max
Cc1ccc(NC(=O)CCCc2nc3ccccc3s2)c(O)c1
    u | x
NC(=O)c1ccccc1-c1noc(-c2ccccc2F)n1
    20% | x
COc1cccc(NCc2cc(=O)oc3cc(C)c(O)cc23)c1
    7% | 4
CCOC(=O)C(C)Oc1c(C(=O)OC)sc2ncccc12 (stereo not given)
    u | x
COCc1c(C(=O)N/N=C(\C)c2ccncc2)nnn1-c1nonc1N
    i | 15
CCCc1[nH]nc2c1C1(C(=O)N(C(C)C)c3ccccc31)C(C#N)=C(N)O2 (stereo not given)
    i | -3
CCN(CC)CCn1c2c(c(SCC(=O)Nc3ccc(C(C)C)cc3)nc1=O)CCCC2
    u | x
COc1ccc(NC(=O)c2ccccc2OCc2ccc(F)cc2)c(OC)c1
    u | x
COC(=O)c1ccccc1NC(=O)C1=CC(c2cccs2)=NS(=O)(=O)N1C
    14% | 5
COc1ccc(OC)c(NC(=O)C2CC(=O)N(CCc3ccccc3)C2)c1 (stereo not given)
    -2% | 6
O=C(Nc1ccc(N2CCCC2)cc1)c1ccc([N+](=O)[O-])cc1Cl
    u | x
CCn1ccc(C(=O)Nc2ncc(C)s2)n1
    -17% | 0
N#Cc1c(N)nc2c(c1N)CC(=O)N2c1ccccc1-c1ccccc1
    23% | 0
Cc1nnc(-c2cccc(Br)c2)c2cn(-c3ccc(Br)cc3)nc12
    u | x
O=C1Nc2ccc(Cl)cc2C(C#CC2CC2)(C(F)(F)F)O1 (stereo not given)
    9.2µM* | -26*
CCOC(=O)c1c(C)[nH]c(C2=NNC(=Nc3cccc(Cl)c3)SC2)c1C
    u | x
c1ccc(Cn2c(-c3cccs3)nc3nc4ccccc4nc32)cc1
    u | x
S=C(NCc1ccccc1)N1CCN(C(=S)NCc2ccccc2)CC1
    u | x
CN(C)CCCN(C(=O)c1ccc(S(=O)(=O)N2CCCCCC2)cc1)c1nc2ccc(Br)cc2s1
    u | x
COc1ccccc1N1N=C(C(=O)c2ccccc2)C2C(=O)N(c3ccc(Br)cc3)C(=O)C21 (stereo not given)
    7% | -1
CN(C(=O)CSc1nc(-c2ccccc2)c(-c2ccccc2)o1)C1CCS(=O)(=O)C1 (stereo not given)
    u | x
CCn1c(SCc2ccc(F)cc2)nnc1-c1nn(-c2ccccc2)ccc1=O
    -15% | -9
COc1ccc(CSc2nc3ccccc3[nH]2)cc1
    -20% | x
Cc1cc2cc(CN(CC3CCCO3)C(=S)Nc3ccccc3)c(=O)[nH]c2cc1C (stereo not given)
    u | x
Cn1c(NCCCO)nc2c1c(=O)n(Cc1ccccc1F)c(=O)n2C
    u | x
CCOC(=O)C1=C(C)NC(=O)CC1c1ccccc1OC (stereo not given)
    -4% | -11
CC1COC(Cn2c3ccccc3c3ccccc32)O1 (stereo not given)
    8% | -8

# By substructure: those above with a CF3 group.
# Values run as follows: Lipid storage S3 | Lipid storage S3 cell count max
Cc1cc(C)n(-c2nc(Nc3ccccc3C(F)(F)F)nc(-n3nc(C)cc3C)n2)n1
    u | x
O=C1Nc2ccc(Cl)cc2C(C#CC2CC2)(C(F)(F)F)O1 (stereo not given)
    9.2µM* | -26*

# Compound activity: PubChem BioAssay, National Center for Advancing Translational Sciences (NCATS)

# This is a subset, so the mix of outcomes need not match the whole.
